# S1P2 ag = S1P2 (human) receptor agonism; O95136; S1P2-expressing cell line, agonist reporter read-out; activation, % at 4.5 µM; 97,000 tested, 0.46% active; AID 729; in the data active = activation above about 16%;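 note: 0% = vehicle low control and 100% = maximal reference agonist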
# Target sequence (O95136 whole entry, looked up): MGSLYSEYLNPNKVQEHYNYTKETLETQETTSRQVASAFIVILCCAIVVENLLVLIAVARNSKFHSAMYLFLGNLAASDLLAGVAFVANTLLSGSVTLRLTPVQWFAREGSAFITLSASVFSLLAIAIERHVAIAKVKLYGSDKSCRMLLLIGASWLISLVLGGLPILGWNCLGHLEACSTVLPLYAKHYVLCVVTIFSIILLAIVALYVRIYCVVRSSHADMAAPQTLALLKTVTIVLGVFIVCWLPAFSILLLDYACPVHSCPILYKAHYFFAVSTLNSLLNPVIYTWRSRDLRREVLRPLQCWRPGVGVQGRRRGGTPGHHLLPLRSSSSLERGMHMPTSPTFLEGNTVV
# sEH inhibitor = blocks human soluble epoxide hydrolase activity | P34913 | recombinant human sEH enzymatic activity assay | inhibition, % at 2 µM | 91,000 tested, 0.34% active | AID 707; in the data active = inhibition above about 80%; note: values of inactives mirror those of a sister screen read the other way; many of its hits are not listed in these tables
# Target sequence (P34913 whole entry, looked up): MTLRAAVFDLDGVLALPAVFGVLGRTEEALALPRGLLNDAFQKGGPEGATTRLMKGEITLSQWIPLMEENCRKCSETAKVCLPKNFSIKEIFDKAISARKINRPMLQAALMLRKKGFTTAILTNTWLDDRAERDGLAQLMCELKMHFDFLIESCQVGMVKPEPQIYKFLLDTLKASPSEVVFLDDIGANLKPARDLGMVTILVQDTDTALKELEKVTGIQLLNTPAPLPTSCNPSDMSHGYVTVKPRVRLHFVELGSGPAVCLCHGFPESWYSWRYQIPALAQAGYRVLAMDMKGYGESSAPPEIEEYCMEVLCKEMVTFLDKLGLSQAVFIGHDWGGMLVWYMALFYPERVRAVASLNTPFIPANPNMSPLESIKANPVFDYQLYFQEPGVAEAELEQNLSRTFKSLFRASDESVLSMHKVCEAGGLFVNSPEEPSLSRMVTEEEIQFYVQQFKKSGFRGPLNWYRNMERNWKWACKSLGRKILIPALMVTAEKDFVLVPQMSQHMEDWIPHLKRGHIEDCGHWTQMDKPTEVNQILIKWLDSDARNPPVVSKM
# sEH act = increases human soluble epoxide hydrolase activity | P34913 | purified human sEH enzymatic activity, activator screen | activation, % at 2 µM | 91,000 tested, 0.04% active; in the data active = activation above about 37%; note: values of inactives mirror those of a sister screen read the other way
# PostGolgi ctrl = inhibits growth of the yeast control strain | AID 738 | inhibition, % at 10 µM | efflux-deficient yeast background strain, growth absorbance A615, 16 h | 98,000 tested, 5% active; in the data active = inhibition above about 30%
# H69AR growth 86K = blocks growth of human H69AR lung tumor cells | H69AR lung tumor viability, ATP luminescence, 72 h; stronger effect = lower value | viability, % at 10 µM | 85,000 tested, 6% active;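 active = viability at or below 40%; inactive = viability above 40%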;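 note: multidrug resistant small cell line overexpressing MRP-1 efflux transporter; 100% = mean luminescence of untreated control wells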
# HUVEC prolif 384 = blocks proliferation of human endothelial cells; HUVEC proliferation, CellTiter-Glo luminescence, 72 h; stronger effect = lower value; viability, % at 10 µM (by protocol); 86,000 tested, 1.1% active;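 active = viability at or below 30%; inactive = viability above 30%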;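 note: 100% = median luminescence of DMSO-only cell control wells on each plate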
# S1P2 blocker = S1P2 (human) receptor antagonism | O95136 | cell-based S1P2 antagonist assay, inhibition at 5 uM | 97,000 tested, 0.21% active | AID 736 | inhibition, % at 5 µM; in the data active = inhibition above about 45%;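 note: CRE beta-lactamase reporter cells expressing human S1P2 stimulated with S1P; 0% = agonist at EC80 alone and 100% = agonist plus reference antagonist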
# LYP act = increases human PTPN22 phosphatase activity; Q9Y2R2; recombinant LYP, DiFMUP fluorescence; 0 = plate median, 100 = signal doubled; activation, % at 2 µM; 96,000 tested, 0.11% active; AID 697;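 active = activation at 2 µM above a set limit, the mean plus 5 SD, cut at about 37% in these data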
# Fibroblast inh = blocks proliferation of human lung fibroblasts; LL 47 human lung fibroblast viability, ATP luminescence; stronger effect = lower value; viability, % at 10 µM; 85,000 tested, 1.1% active; AID 719;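 active = viability at or below 50% in the single dose screen; inactive = viability above 50%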;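 note: compound exposure lasted 72 h before the ATP readout; 100% = median luminescence of untreated cell-only wells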
#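 material = human LL 47 lung fibroblast cells | dosing = compounds added from tenfold dosing solution, 0.1% DMSO final | timing = overnight cell rest, 72 h compound treatment at 37 °C | measured by = CellTiter-Glo luminescence measuring cellular ATP | evaluation = % viability versus median cells-only luminescence | control set = cell-only wells, no compound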
# Starred values were filed as active, the others as inactive; . = not tested or not shown. This is a subset (hit frequency here may not be typical).
molecule,S1P2 ag,sEH inhibitor,sEH act,PostGolgi ctrl,H69AR growth 86K,HUVEC prolif 384,S1P2 blocker,LYP act,Fibroblast inh
COc1cc(OC)cc(-c2cc3nc4c(c(N5CCN(c6ncccn6)CC5)n3n2)CCCC4)c1,15,-19,18,69*,71,76,-6,-3,101
CCOCCCNC(=O)Cc1c(C(=O)O)[nH]c2ccc(Cl)cc12,-7,-7,6,8,.,.,-7,3,.
O=C(Cn1cc2c(n1)CCCC2)Nc1ccccc1Br,-3,10,-11,6,67,94,3,4,91
Cc1cccc(C)c1NC(=O)CSc1nnnn1-c1ccc(C(=O)O)cc1,-6,10,-9,3,.,.,-14,-3,.
COc1ccccc1NC(=O)CSc1nc(O)cc(=O)n1C,-3,11,-9,16,88,110,-2,-8,103
CCC(C)c1ccc(Nc2ncccc2C#N)cc1 (configuration not stated),0,-7,7,0,.,.,-18,-8,.
C/C(=N\Nc1nnc(-c2ccccc2)c(-c2ccccc2)n1)c1cccc([N+](=O)[O-])c1,-3,0,-1,12,.,.,8,1,.
Nc1csnc1C(=O)O,.,.,.,10,95,94,.,.,95
C=CCNc1nc(Nc2ccc(OC)cc2)nc(OCC)n1,-2,2,-2,-5,97,93,2,-8,89
COc1cccc(OCCOc2ccccc2OC(C)C)c1,-3,-31,30,-1,100,109,-18,1,91
CCOC(=O)c1oc2ccccc2c1CSc1nnnn1-c1ccccc1,5,2,1,12,94,85,-29,-1,89
C=CCn1c(SCc2c(C)noc2C)nc2sc3c(c2c1=O)CCCCC3,4,0,5,10,55,36,-14,-4,70

# (cont.)
molecule,S1P2 ag,sEH inhibitor,sEH act,PostGolgi ctrl,H69AR growth 86K,HUVEC prolif 384,S1P2 blocker,LYP act,Fibroblast inh
CCN(CC)c1ncnc2c1sc1nc(C)cc(C)c12,12,6,-6,10,79,62,-26,-3,97
CS(=O)(=O)N(CC(=O)N1CCN(C(c2ccccc2)c2ccccc2)CC1)C1CCCCC1,-7,2,-1,9,97,103,-8,-8,100
Cc1cccc(NC(=S)N2CCN(Cc3ccc4c(c3)OCO4)CC2)c1C,-5,4,-1,15,.,.,13,2,.
CC1CN(S(=O)(=O)c2cccc(-c3csc(-c4ccccc4)n3)c2)CC(C)O1 (configuration not stated),-8,-6,6,14,69,108,-5,0,102
CCOC(=O)N1CCN(CC(O)c2ccc3c(c2)CCN3)CC1 (configuration not stated),-12,.,.,9,94,96,17,-6,101
Cc1nn(Cc2ccccc2Cl)c(C)c1C(=O)Nc1nnc(C2CC2)s1,-2,0,-2,8,88,69,12,-8,78
CCOC(=O)c1ccccc1Nc1cn(C(C)=O)c2ccccc12,2,6,-7,-3,23*,58,5,-2,46*
CS(=O)(=O)N(CC(=O)Nc1c(F)cccc1F)c1ccc(C23CC4CC(CC(C4)C2)C3)cc1,-5,3,-1,26,.,.,16,1,.
COc1ccc(/C=C/c2ccncc2)c2ccccc12,3,-4,5,43*,14*,69,-33,10,94
Cc1ccc(OCCCC(=O)Nc2ccc3c(c2)OCO3)cc1,-6,30,-30,7,89,112,11,-7,103
CC1Oc2ccccc2C=C1C1/C(=C(/O)c2ccccc2)C(=O)C(=O)N1CCCN(C)C (configuration not stated),-3,9,-10,2,106,108,14,-6,105
CC(C)(C)c1ccc(C(=O)NNC(=O)c2ccccc2Br)cc1,-1,-10,10,9,.,.,12,-6,.

# Next part.
molecule,S1P2 ag,sEH inhibitor,sEH act,PostGolgi ctrl,H69AR growth 86K,HUVEC prolif 384,S1P2 blocker,LYP act,Fibroblast inh
c1nc(NC2CCCCC2)c2[nH]cnc2n1,.,.,.,5,87,79,.,.,93
CCOc1cccc(NC(=O)C2CCCN(S(=O)(=O)c3ccc(OC)cc3)C2)c1 (configuration not stated),.,.,.,6,62,105,.,.,83
O=C(C1CCN(S(=O)(=O)c2cccc3nsnc23)CC1)N1CC=C(c2ccccc2)CC1,-4,11,-13,21,45,94,8,-6,95
CCC(=O)N1c2ccc(S(=O)(=O)CCC(=O)N3CCn4c3nc3ccccc34)cc2CC1C (configuration not stated),-5,.,.,7,1.9*,88,9,0,44*
O=C(Cn1c(=O)oc2ccccc21)NC(=O)NCc1ccccc1,-4,4,-5,3,98,92,7,-3,99
O=C(Nc1ccc2c(c1)CCC2)c1cc(S(=O)(=O)N2CCN(c3ccccc3)CC2)ccc1Cl,-3,10,-8,23,.,.,5,-18,.
Nc1nonc1-c1nc2ccccc2n1CCC(=O)O,-4,17,-16,10,109,94,7,2,104
O=C(Nc1cccnc1)Nc1ccc2c(c1)OCO2,0,5,-7,6,74,92,-20,8,108
O=C(Cc1n[nH]c(=O)c2ccccc12)NCc1ccccn1,-2,-10,10,4,.,.,10,-6,.
COc1cc(CNCC(O)c2ccccc2)ccc1OCc1ccc(Cl)nc1 (configuration not stated),-3,7,-5,4,.,.,9,-10,.
Cc1ccc(C(=O)N2CCN(c3ccc(C(F)(F)F)cn3)CC2)c(C)c1,-5,5,-5,11,89,87,2,3,107
Cc1ccc(S(=O)(=O)N2CCN(S(=O)(=O)N3CCOCC3)CC2)cc1C,-3,-20,20,13,92,111,-2,6,97

# Some values from above:
# For Fibroblast inh, Cc1ccc(C(=O)N2CCN(c3ccc(C(F)(F)F)cn3)CC2)c(C)c1 shows 107
# For S1P2 ag, O=C(Cc1n[nH]c(=O)c2ccccc12)NCc1ccccn1 shows -2

# Following part:
molecule,S1P2 ag,sEH inhibitor,sEH act,PostGolgi ctrl,H69AR growth 86K,HUVEC prolif 384,S1P2 blocker,LYP act,Fibroblast inh
O=C1c2cccnc2C(=O)N1Cc1cccs1,-1,.,.,-1,94,85,10,5,97
O=C(Oc1ccc(Cl)c2cccnc12)N1CCCCCC1,-4,3,-1,.,95,88,14,16,95
O=c1nc(N(c2ccccc2)c2ccccc2)[nH]c(=O)[nH]1,-9,-5,5,5,92,95,15,-4,92
CCOC(=O)C1=C(N)Oc2c(oc(CO)cc2=O)C1c1c(F)cccc1Cl (configuration not stated),-4,-4,6,6,84,105,10,-6,84
O=C(O)CNc1nc(Cl)ccc1[N+](=O)[O-],-7,-9,8,-3,82,85,16,1,93
COc1ccc(N2CCN(C(=O)CN(c3ccccc3)S(C)(=O)=O)CC2)cc1,-4,-9,6,13,106,98,25,0,105
CC(=O)NC(CCS(C)(=O)=O)C(=O)N1CCc2ccccc21 (configuration not stated),-2,-8,12,-4,92,86,9,0,95
CCCCc1cc(=O)oc2c(CN(C)C)c(O)c(Cl)cc12,10,-5,7,6,89,87,-17,-3,98
COc1cccc(C(=O)Nc2ccc(NC(=O)C(C)C)nc2)c1,-6,-12,12,0,88,117,14,3,109
CC(NCCO)C(=O)C12CC3CC(CC(C3)C1)C2 (configuration not stated),-5,4,-6,-1,86,97,5,4,100
CC(C)CCNC(=O)CN(C)S(=O)(=O)c1cccc2nsnc12,-1,-3,4,16,90,102,1,2,110
CCOc1cc(S(=O)(=O)NCc2ccccn2)c(C)cc1C,-2,-13,13,0,.,.,-16,2,.

# A stretch from the list above:
molecule,S1P2 ag,sEH inhibitor,sEH act,PostGolgi ctrl,H69AR growth 86K,HUVEC prolif 384,S1P2 blocker,LYP act,Fibroblast inh
O=C(Cc1n[nH]c(=O)c2ccccc12)NCc1ccccn1,-2,-10,10,4,.,.,10,-6,.
COc1cc(CNCC(O)c2ccccc2)ccc1OCc1ccc(Cl)nc1 (configuration not stated),-3,7,-5,4,.,.,9,-10,.
Cc1ccc(C(=O)N2CCN(c3ccc(C(F)(F)F)cn3)CC2)c(C)c1,-5,5,-5,11,89,87,2,3,107
Cc1ccc(S(=O)(=O)N2CCN(S(=O)(=O)N3CCOCC3)CC2)cc1C,-3,-20,20,13,92,111,-2,6,97
O=C1c2cccnc2C(=O)N1Cc1cccs1,-1,.,.,-1,94,85,10,5,97
O=C(Oc1ccc(Cl)c2cccnc12)N1CCCCCC1,-4,3,-1,.,95,88,14,16,95
O=c1nc(N(c2ccccc2)c2ccccc2)[nH]c(=O)[nH]1,-9,-5,5,5,92,95,15,-4,92
CCOC(=O)C1=C(N)Oc2c(oc(CO)cc2=O)C1c1c(F)cccc1Cl (configuration not stated),-4,-4,6,6,84,105,10,-6,84
O=C(O)CNc1nc(Cl)ccc1[N+](=O)[O-],-7,-9,8,-3,82,85,16,1,93
COc1ccc(N2CCN(C(=O)CN(c3ccccc3)S(C)(=O)=O)CC2)cc1,-4,-9,6,13,106,98,25,0,105
CC(=O)NC(CCS(C)(=O)=O)C(=O)N1CCc2ccccc21 (configuration not stated),-2,-8,12,-4,92,86,9,0,95
CCCCc1cc(=O)oc2c(CN(C)C)c(O)c(Cl)cc12,10,-5,7,6,89,87,-17,-3,98
COc1cccc(C(=O)Nc2ccc(NC(=O)C(C)C)nc2)c1,-6,-12,12,0,88,117,14,3,109
CC(NCCO)C(=O)C12CC3CC(CC(C3)C1)C2 (configuration not stated),-5,4,-6,-1,86,97,5,4,100
CC(C)CCNC(=O)CN(C)S(=O)(=O)c1cccc2nsnc12,-1,-3,4,16,90,102,1,2,110
CCOc1cc(S(=O)(=O)NCc2ccccn2)c(C)cc1C,-2,-13,13,0,.,.,-16,2,.

# Continuation.
molecule,S1P2 ag,sEH inhibitor,sEH act,PostGolgi ctrl,H69AR growth 86K,HUVEC prolif 384,S1P2 blocker,LYP act,Fibroblast inh
Cc1ccc2nc(SCC(=O)Nc3ccccc3N3CCOCC3)c(C#N)cc2c1,0,8,-8,.,24*,44,-13,-1,95
COCCNC(=O)c1ccccc1NC(=O)c1ccc(OC)c(OC)c1,.,.,.,11,84,94,.,.,95
CCOC(=O)C1=C(C)N=c2s/c(=C/c3ccccc3)c(=O)n2C1c1ccc(OC)c(OC)c1 (configuration not stated),-3,2,2,-1,.,.,7,-4,.
COc1ccc(S(=O)(=O)NCCOc2ccccc2)cc1OC,-1,-10,4,33*,96,115,-4,-1,103
CCN(c1ccc(OC)cc1)c1ncnc2nc[nH]c12,-5,1,1,3,99,71,8,5,103
Fc1cccc2sc(N3CCOCC3)nc12,-3,-6,5,.,85,95,6,-5,98
O=C(CN1CCC(n2nnc3ccccc32)CC1)NCc1cccs1,-3,12,-10,-2,93,112,1,9,98
CN(C)/C=N/c1nc2ccc3c(c2s1)CCCC3,-8,4,-5,.,95,77,13,2,94
CN(C)S(=O)(=O)N1CCC(Cc2ccccc2)CC1,.,.,.,20,98,106,.,.,100
Cc1c(C(=O)NCc2ccc3c(c2)OCO3)oc2ccc(S(=O)(=O)N3CCCCC3)cc12,-3,7,-8,14,56,70,18,-10,89
CCc1cc(C(=O)Nc2ccc(C)cc2Br)cs1,-4,12,-7,.,87,89,-12,-8,96
